Screening results from PubChem.
LAP4 TOR yeast: modulators of TOR pathway LAP4-GFP in S. cerevisiae. 320,000 tested, 0.34% active. S. cerevisiae LAP4-GFP multiplex, flow cytometry GFP, 3 h; median GFP as percent of DMSO wells. AID 2023. GFP response vs DMSO, % at 10 µM;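 active means GFP response vs DMSO above a set limit, about the screen mean plus 3 SD, cut at about 150% in these data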
GRK2 inh: human GRK2 inhibition via aptamer displacement; AID 488847; 330,000 tested, 0.59% active; P25098; bead flow cytometry, FAM-aptamer displacement from GRK2; inhibition of aptamer binding, % at 10 µM;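 active means inhibition of aptamer binding above 40%, roughly 3 SD of noise, on plates passing a quality check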;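 further: median bead fluorescence of bound FAM aptamer so fluorescent compounds give negative values; no value below 0 was filed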
MEP2-GFP yeast: modulators of TOR pathway MEP2-GFP in S. cerevisiae; S. cerevisiae MEP2-GFP strain, flow cytometry GFP, 3 h; 100% = DMSO control level; GFP response vs DMSO, % at 10 µM; 330,000 tested, 0.51% active; AID 2016;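 active means GFP response versus DMSO above a set limit, roughly screen mean plus 3 SD, cut at about 180% in these data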;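 further: median GFP fluorescence of the barcode-gated MEP2-GFP cells per well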
CIT2-GFP yeast: yeast TOR pathway CIT2-GFP modulation; S. cerevisiae CIT2-GFP strain, flow cytometry, 3 h; 100 means same as DMSO wells; GFP response vs DMSO, % at 10 µM; 320,000 tested, 0.065% active; AID 2029;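 active means GFP response relative to DMSO above a set limit, near the screen mean plus 3 SD, cut at about 150% in these data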;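 further: ratio of well median GFP fluorescence to mean of DMSO wells on the plate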
AGP1-GFP MLPCN: yeast TOR pathway AGP1-GFP modulation; AID 2066; GFP response vs DMSO, % at 10 µM; S. cerevisiae AGP1-GFP multiplex flow cytometry, 3 h; GFP as percent of DMSO wells; 320,000 tested, 0.02% active;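 active means GFP response relative to DMSO above a set limit, near screen average plus 3 SD, cut at about 150% in these data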;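 further: median GFP channel fluorescence of the gated AGP1 strain per well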
JMJD2C inh: human JMJD2C demethylase inhibition. Q9H3R0. GST-JMJD2C(1-420) H3K9me3 demethylation, DELFIA europium. inhibition, % at 2.35 µM. 330,000 tested, 0.069% active;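 active means more than half of a compound's replicate wells show inhibition beyond 50%, single wells judged on their own value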;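 further: signal counts dimethyl H3K9 product captured on neutravidin plate; 0% = median of DMSO wells and 100% = 0.3 times that DMSO median; strong numbers were not always called active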
Target sequence (Q9H3R0 1-420 limits assumed): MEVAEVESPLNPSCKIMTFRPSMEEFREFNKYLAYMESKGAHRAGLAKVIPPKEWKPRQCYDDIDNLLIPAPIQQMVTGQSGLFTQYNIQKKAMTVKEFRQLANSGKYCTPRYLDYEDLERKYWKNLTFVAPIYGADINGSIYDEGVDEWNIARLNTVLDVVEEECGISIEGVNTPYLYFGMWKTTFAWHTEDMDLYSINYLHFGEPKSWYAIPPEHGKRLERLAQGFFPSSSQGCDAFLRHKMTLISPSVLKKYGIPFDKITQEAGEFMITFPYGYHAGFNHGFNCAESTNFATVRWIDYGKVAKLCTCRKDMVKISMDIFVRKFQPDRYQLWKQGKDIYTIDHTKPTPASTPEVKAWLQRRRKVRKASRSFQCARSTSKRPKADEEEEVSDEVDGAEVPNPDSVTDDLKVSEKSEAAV
RPL19A-GFP yeast: alters RPL19A-GFP fluorescence in TOR pathway yeast screen; 330,000 tested, 0.3% active; percent response vs DMSO, % at 10 µM; S. cerevisiae RPL19A-GFP strain, flow cytometry, 3 h; active compounds read low;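 active means percent response vs DMSO below 50%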;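 further: median channel GFP fluorescence of the barcoded RPL19A-GFP strain; ratio of sample median GFP to plate DMSO average so 100% = DMSO; lower means less RPL19A-GFP as with rapamycin TOR inhibition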
VLA-4 inh: inhibition in a human VLA-4 binding assay; inhibition, % (about 7 µM as worked out from the volumes in the protocol); AID 2557; VLA-4 expressing cells, ligand binding flow cytometry; P13612; 330,000 tested, 0.2% active; in the data active means inhibition above about 50%
An asterisk follows results filed as active; · = no result given; & = joins results of further samples.

smiles,LAP4 TOR yeast,GRK2 inh,MEP2-GFP yeast,CIT2-GFP yeast,AGP1-GFP MLPCN,JMJD2C inh,RPL19A-GFP yeast,VLA-4 inh
N#Cc1cc2c(nc1SCc1cccnc1)CCCC2,97,9,107,111,97,2,103,1
COc1ccc(NC(=O)CC2C(=O)N(c3ccc(OC)cc3)C(=O)N2CCc2cccs2)cc1 (stereo not drawn),99,5,102,95,98,9,98,5
CCOC(=O)C(CO)(NC(C)=O)C(=O)OCC,99,2,102,100,100,10,106,9
O=C(NCc1c[nH]c2ccccc12)c1ccccc1,101,1,89,88,97,3,96,12
CCC(C)NC(=O)c1ccc(CN2CCc3ccccc3C2)cc1 (stereo not drawn),88,2,105,101,93,10,98,7
COc1ccccc1NC(=O)C(C)N1CCN(C/C=C/c2ccccc2)CC1 (stereo not drawn),105,1,110,109,105,5,99,-2
CCOc1ccccc1NC1c2ccccc2C(=O)N1c1ccc(C)cn1 (stereo not drawn),86,0,87,86,87,6,90,0
Cc1cc(NC(=O)CSc2ccc3nnc(-c4cccnc4)n3n2)no1,101,0,103,98,105,5,103,34

Arranged by the number under JMJD2C inh (largest number first): 3 of the compounds above
smiles,LAP4 TOR yeast,GRK2 inh,MEP2-GFP yeast,CIT2-GFP yeast,AGP1-GFP MLPCN,JMJD2C inh,RPL19A-GFP yeast,VLA-4 inh
CCC(C)NC(=O)c1ccc(CN2CCc3ccccc3C2)cc1 (stereo not drawn),88,2,105,101,93,10,98,7
COc1ccc(NC(=O)CC2C(=O)N(c3ccc(OC)cc3)C(=O)N2CCc2cccs2)cc1 (stereo not drawn),99,5,102,95,98,9,98,5
O=C(NCc1c[nH]c2ccccc12)c1ccccc1,101,1,89,88,97,3,96,12

Additional compounds.
smiles,LAP4 TOR yeast,GRK2 inh,MEP2-GFP yeast,CIT2-GFP yeast,AGP1-GFP MLPCN,JMJD2C inh,RPL19A-GFP yeast,VLA-4 inh
Cc1nc(SCC(=O)Nc2ccccc2C(F)(F)F)c(C#N)c(C)c1CC(=O)c1ccc(Br)cc1,106,0,106,100,101,-1,100,-3
Cc1nn(C)cc1CNC(=O)c1cccc(Cl)c1,123,2,107,99,102,20,101,6
CC1(C)CC(=O)C2=C(C1)Nc1ccccc1NC2c1cccc(F)c1 (stereo not drawn),101,1,104,99,100,1,104,6
COc1ccc(/C=C2\C(=O)NC(=S)N2C(=O)c2ccc(C)cc2)cc1,102,1,106,99,97,7,103,-4
Cc1nc2ccccc2c(=O)n1/N=C/c1ccc(O)cc1,92,1,104,101,104,-5,103,-11
COc1cccc(Cn2c(=O)ccc3ccccc32)c1,100,0,98,102,101,-2,106,0
COC(=O)c1ccc(/C=N/Nc2nc(C)c(C)s2)cc1,125,1,112,93,101,-42,100,-27
COC(=O)c1cc(C(=O)OCC(=O)NCc2ccc3c(c2)OCO3)cc([N+](=O)[O-])c1,105,1,97,108,106,-10,101,-5
CCOC(=O)c1c(P(=O)(N2CCOCC2)N2CCOCC2)noc1N,99,3,107,103,100,13,94,0
CCc1noc(C)c1C(=O)Nc1cc(S(=O)(=O)N2CCCCC2)ccc1N(C)C,110,0,106,114,115,-14,99,2
Cc1ccc2c(CNCc3ccco3)cc(=O)oc2c1,101,0,102,93,95,16,96,2
COc1ccccc1NC(=O)C(C)OC(=O)CCNS(=O)(=O)c1ccc(C)c(C)c1 (stereo not drawn),99,0,91,83,96,-12,92,-1
CCOc1ccc(NS(=O)(=O)c2ccc(C(=O)N3CCCCCC3)cc2)cc1,91,0,97,101,110,-4,99,-11
COc1ccc(CCN=Cc2ccccc2O)cc1OC,110,0,103,94,106,7,98,-8
O=C(c1ccc2c(c1)OCO2)N1CCC2(CC1)Oc1ccc(F)cc1C(=O)C21CC(c2ccc(Cl)cc2)=NO1 (stereo not drawn),126,0,102,100,90,-21,97,11
CCC1(C)COC2(OC1)C(=O)Nc1ccccc12 (stereo not drawn),104,0,102,95,105,-5,97,-10
CCOC(=O)c1nnn(-c2nonc2N)c1CN(C)C1CCCCC1,94,3,111,100,106,4,102,9
C/C(=N\NC(=O)CNc1cccc(Cl)c1C)c1cccs1,109,0,102,104,110,-21,102,-14
CCn1c(=O)cc(OCC(=O)NCCC(C)C)c2ccccc21,84,0,97,92,93,-13,98,-26
O=C(CN1C(=O)C2C3C=CC(C4CC34)C2C1=O)Nc1cccc2ncccc12 (stereo not drawn),103,0,110,107,106,-6,110,-21
O=C(NCCCN1CCOCC1)c1cc(Cl)ccc1OCc1ccccc1,84,0,98,·,92,-17,106,-5
CN1CCN(c2ccccc2NC(=O)c2cc3ccccc3o2)CC1,115,0,112,100,105,-1,102,-2
Cc1cc(C)n2nc(C(=O)N(C)c3c(N)n(Cc4ccccc4)c(=O)[nH]c3=O)nc2n1,106,1,102,97,106,7,98,0
Cc1ccc(C2=CSC3=NS(=O)(=O)CCN23)cc1,105,0,95,98,102,-1,93,6
CCOC(=O)c1c(-c2ccccc2)oc2cc(Br)c(O)cc12,87,5,110,100,97,-5,108,-3
COC(=O)[C@H](Cc1ccccc1)NC(=O)N(C)Cc1ccccc1,101,1,96,91,100,-6,97,-7
CCOC(=O)c1c(C(F)(F)C(F)(F)C(F)(F)C(F)(F)F)n[nH]c1C,104,0,101,102,·,-6,98,7
CCOc1cc(/C=N/NC(=O)c2cc3c(ccc4ccccc43)o2)ccc1O,68,0,106,111,101,10,119,0
COc1ccc(CCN(Cc2nc3ccccc3c(=O)[nH]2)C(=O)C2CC2)cc1,106,0,100,96,104,1,101,13
CCc1nn(CC(=O)NC2CCN(Cc3ccccc3)CC2)c(=O)c2cc3cc(F)ccc3n12,112,0,100,108,108,5,104,9
Nc1nonc1-n1nnc(C(=O)N/N=C/C=C/c2ccccc2)c1CSC1=NCCS1,104,0,89,98,102,-5,98,-5
NS(=O)(=O)c1ccc(CCNC(=O)C2CCCN2C(=O)OCc2ccccc2)cc1 (stereo not drawn),101,0,102,101,102,6&7,·,15
C/C(CC(=O)NC1CCCCC1)=N\NC(=O)c1ccccc1C,98,0,105,110,108,-2,108,-10
COC(=O)Nc1ccc(S(=O)(=O)N2CCC(C(=O)N(C)C3CCCCC3)CC2)cc1,94,0,96,102,105,-1,101,6
COc1ccc(S(=O)(=O)N2CCC(C(=O)NCc3ccncc3)CC2)cc1C,90,0,100,93,83,16,88,11
Cc1cnn(-c2cc(N/N=C/c3ccccc3)ncn2)c1,110,3,102,98,100,-6,100,-1
CN(C(=O)COC(=O)C1COc2ccccc2O1)C1(C#N)CCCCC1 (stereo not drawn),99,3,102,96,100,0,100,10
O=C(c1ccc(F)cc1)N1CCOC(c2nc(-c3ccc(F)cc3)no2)C1 (stereo not drawn),129,1,90,69,77,3,96,6
CCC(=O)c1ccc(O)c(CC=C(C)C)c1,107,5,105,99,98,-5,101,7
Cc1nn(-c2ccccc2)c(Cl)c1CN(C(=O)CCl)c1ccc(Cl)cc1,93,3,92,78,85,-4,93,29
Cc1ccc(C(=O)Nc2cccc([N+](=O)[O-])c2)cc1S(=O)(=O)Nc1ccc(C(=O)O)cc1,78,0,98,102,99,-4,101,-10
COC(=O)c1ccc(Cl)c(NC(C)=O)c1,98,0,98,94,98,-8,93,3
Cc1c(C(=O)O)cnc2cc(-c3ccc(Cl)cc3)nn12,110,0,93,86,81,1,98,31
O=C(NCCC1=CCCCC1)C1CCN(C(=O)c2ccc(Cl)cc2)CC1,106,0,102,101,102,-2,100,13
Cc1ccc(C(=O)N2N=C(c3ccc(NS(C)(=O)=O)cc3)CC2c2cccs2)cc1 (stereo not drawn),92,1,100,93,97,1,98,14
COc1ccc(C2CC(C(F)(F)F)n3ncc(C(=O)O)c3N2)cc1OC (stereo not drawn),94,0,96,93,101,-17,95,8
O=C(Nc1ccccc1)c1ccccc1NC(=O)[C@H]1CCCC[C@H]1C(=O)O,95,2,106,97,94,10,102,2
CSc1ccc(S(=O)(=O)NCc2ccc(C)cc2)cc1,113,71*,97,92,96,17,100,2
CC1Cc2nc(SCC(=O)N3CCOCC3)n(-c3ccccc3)c(=O)c2S1 (stereo not drawn),99,0,101,87,91,11,93,10
CC(C)c1ccc(N=C(N)N=C(N)N)cc1,100,1,111,106,97,4,111,-28
Cc1c(Cl)cccc1NC(=O)CSc1nnc(C)n1CC1CCCO1 (stereo not drawn),81,0,97,92,93,-5,96,-2
CC(C)C[C@H](N)c1nnc(S(=O)(=O)Cc2cccc(F)c2)o1,96,0,89,99,92,0,91,12
CCCOc1ccc(C(=O)N2CCCc3ccccc32)cc1,103,2,97,·,95,-18,98,8
CCCOc1ccc(Br)cc1CSC(=N)N,94,0,104,103,102,-3,106,5
COc1cc(NC(=O)c2ccccn2)cc(OC)c1OC,101,0,110,101,101,2,101,6
COc1ccc(OC)c(NC(=S)N2CCN(C(=O)C3CCCO3)CC2)c1 (stereo not drawn),94,1,103,102,100,5,116,4

(further entries)
smiles,LAP4 TOR yeast,GRK2 inh,MEP2-GFP yeast,CIT2-GFP yeast,AGP1-GFP MLPCN,JMJD2C inh,RPL19A-GFP yeast,VLA-4 inh
COC1(OC)N=C(N)C2(C#N)C(c3ccc4c(c3)OCO4)C12C#N (stereo not drawn),107,0,112,111,105,2,104,20
Cc1ccc(CNC(=O)CCSCCC(=O)NCc2ccc(C)cc2)cc1,107,0,111,106,105,6,96,12
N#Cc1ccc(NCC(=O)N2CCN(S(=O)(=O)c3ccccc3)CC2)cc1,96,0,102,95,95,1,99,9
Cc1cccc(N(Cc2ccccc2)C(=O)c2ccc(CS(C)(=O)=O)cc2)c1,92,4,94,96,99,-12,98,25
Cc1cc(C)n(-c2nc3nonc3nc2-n2nc(C)cc2C)n1,99,0,105,96,94,-1,97,7
COc1ccc(NC(=O)COc2ncnc3ccccc23)cc1S(=O)(=O)N1CCOCC1,104,0,104,101,102,36,99,19
CCOC(=O)c1c(S(=O)(=O)NCC(=O)Nc2cc(C)ccn2)c(C)n(C)c1C,91,0,95,94,97,-3,97,5
Cc1ccc(/C=C/C(=O)Nc2ccc([N+](=O)[O-])c(NC(=O)/C=C/c3ccc(C)o3)c2)o1,96,0,104,94,94,-1,97,6
O=C(CNS(=O)(=O)c1cccs1)NCc1ccccc1,99,0,102,100,103,24,97,11
Cc1[nH]c(=S)sc1Cc1ccc(F)cc1,94,0,103,96,100,6,99,28
CCn1c(SCC(=O)NC2CC2)nnc1-c1cccs1,99,0,103,99,99,15,99,-4
O=C(COc1ccc(Br)cc1)NCCCN1CCCC1=O,99,0,100,93,97,·,96,-6
COC(=O)c1ccc(-c2sc3nc(N4CCOCC4)c4c(c3c2N)CCCC4)o1,85,23,91,·,93,-4,95,-5
O=C(O)c1ccc(NC(=S)N2CCCCC2)cc1,98,3,111,115,102,-2,105,-1
COc1ccc(NC(=O)CN2C(=O)CC(C)(C)S(=O)(=O)c3ccccc32)cc1,95,0,102,102,101,-2,99,-4
COc1ccc(OC(=O)COc2cc(C)ccc2C)cc1,97,1,114,113,115,-1,105,1
CC1CC(C)(C)NCc2ccccc21 (stereo not drawn),104,2,102,126,99,7,101,29
Cc1ccc(S(=O)(=O)NCCNC(C)c2ccc(Br)cc2)cc1 (stereo not drawn),91,0,109,92,94,6,93,12
CSc1nnc2n(-c3ccccc3)c(=O)c3c4c(sc3n12)CCC4,105,4,97,99,·,·,100,12
O=C(CNC(=O)c1ccccc1)OCC(=O)c1c[nH]c2ccccc12,81,0,93,90,87,-4,99,12
